Bioassay records deposited in PubChem by several laboratories.
Furin inhibitor: human furin inhibitors, primary screen, biochemical, fluorescence intensity; AID 463115, 2010; P09958; actives 0.061% (n = 220,000); inhibition, % at 30 µM; purified furin, fluorogenic substrate cleavage; in the data active means inhibition above about 25%; further: inactives centre near -15
EBV gp42 block: Epstein-Barr virus gp42 inhibitors, primary screen, biochemical, uHTS, fluorescence polarization; Glycoprotein 42 (Epstein-Barr virus (strain AG876)), Q1HVG2; Fluorescence polarization binding assay, mP read-out; inhibition, % (tested at 21.74 µM); actives 0.42% (n = 220,000); in the data active means inhibition above about 50%
Target sequence (Q1HVG2 whole entry, looked up): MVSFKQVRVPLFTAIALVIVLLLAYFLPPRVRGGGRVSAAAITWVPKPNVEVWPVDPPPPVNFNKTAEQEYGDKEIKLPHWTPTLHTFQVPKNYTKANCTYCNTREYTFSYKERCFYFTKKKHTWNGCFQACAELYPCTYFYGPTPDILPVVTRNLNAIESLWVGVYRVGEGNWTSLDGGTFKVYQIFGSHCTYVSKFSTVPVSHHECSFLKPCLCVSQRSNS
KCC2 mod: KCC2 cotransporter modulators, thallium flux, primary screen, cell-based, HEK293 KCC2, FluoZin-2 fluorescence, MLSMR | actives 2.2% (n = 190,000) | KCC2 cells, thallium flux FluoZin-2 fluorescence | B-score of Tl+ flux slope (higher = more flux/activation; lower = inhibition) at 10 µM | Solute carrier family 12 member 5 (Homo sapiens), Q9H2X9 | AID 1456, 2008;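 active means thallium flux slope and its plate-corrected score both differing from the plate sample mean at a set confidence after two filtering rounds, in either direction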;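 further: slope of fluorescence scaled to starting intensity during 10 to 20 s after thallium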
TRPML3 agonist: human TRPML3 channel agonists, primary screen, cell-based, HEK293 TRPML3-YFP, Fluo-8 calcium fluorescence, 3 µM; Mucolipin-3 (Homo sapiens), Q8TDD5; 100% = the carbachol control signal; activation, % at 3 µM; actives 0.29% (n = 220,000);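 active means activation above its plate's cutoff, the mean activation of the plate's test wells plus 3 SD, cut at about 12% in these data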;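 further: 0% = DMSO only wells and 100% = carbachol wells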
Target sequence (Q8TDD5 whole entry, looked up): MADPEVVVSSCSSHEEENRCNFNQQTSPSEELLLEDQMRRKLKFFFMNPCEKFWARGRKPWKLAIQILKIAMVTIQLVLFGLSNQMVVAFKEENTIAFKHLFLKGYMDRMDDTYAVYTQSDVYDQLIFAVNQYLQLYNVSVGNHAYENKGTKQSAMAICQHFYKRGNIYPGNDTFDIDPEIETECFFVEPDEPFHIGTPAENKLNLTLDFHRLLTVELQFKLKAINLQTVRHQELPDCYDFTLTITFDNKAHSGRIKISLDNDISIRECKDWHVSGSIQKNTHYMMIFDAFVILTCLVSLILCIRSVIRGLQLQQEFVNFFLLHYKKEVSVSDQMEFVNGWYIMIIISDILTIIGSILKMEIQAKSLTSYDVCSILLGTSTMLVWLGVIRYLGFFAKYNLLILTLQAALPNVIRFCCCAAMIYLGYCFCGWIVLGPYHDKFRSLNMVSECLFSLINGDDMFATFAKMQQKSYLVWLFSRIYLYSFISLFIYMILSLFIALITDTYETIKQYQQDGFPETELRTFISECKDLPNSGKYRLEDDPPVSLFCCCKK
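system = HEK293 cells stably carrying human TRPML3-YFP | doses = one concentration, 3 µM nominal, 0.3% DMSO | timing = dye loading 1 h 37 °C then 30 min ambient, 125 s read | detection = Fluo-8 calcium dye fluorescence, ex 470-495, em 515-575 nm | benchmarks = high control carbachol 87 µM, low control DMSO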
thrombin 1536: human alpha-thrombin inhibitors, primary screen, counter-screen for coagulation protease inhibitor project, biochemical, 1536-well, fluorogenic AMC substrate | Prothrombin (Homo sapiens), P00734 | Boc-VPR-AMC fluorogenic substrate cleavage | inhibition, % at 5 µM | actives 0.26% (n = 220,000) | AID 1046, 2008;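 active means inhibition at or above 40%; inactive means inhibition below 40%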;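 further: 0% = enzyme with no compound and 100% = wells without enzyme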
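Test system: human alpha-thrombin; medium: pH 7.5 Tris-saline with Tween 20; times: reaction at room temperature; signal: AMC fluorescence at 355 nm excitation and 460 nm emission; also added: Boc-VPR-AMC substrate, 15 µM final; dosing: one concentration per compound, 5 µM, with 0.2% DMSO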
PPC-1+TRAIL kill: compounds killing PPC-1 cancer cells with TRAIL present, primary screen, TRAIL potentiator project, ATPLite luminescence, uHTS | PPC-1 cells + TRAIL, ATPLite viability luminescence | cell killing (% activity), % at 4 µM | actives 0.41% (n = 220,000);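 active means cell killing above 50% in the first pass at 4 µM, then a duplicate retest at 5 µM averaging 50% or more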;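 further: plate controls were cells with TRAIL plus DMSO for no effect and medium-only wells lacking cells for full effect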
m-calpain inh: inhibitors of pig calpain II, primary screen, biochemical, fluorogenic peptide substrate, 1536-well | purified calpain II, 30 min | inhibition, % at 16 µM | actives 0.37% (n = 220,000) | AID 1236, 2008;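 active means inhibition above about 50%, limit read from the data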
TbHK1 inh: Trypanosoma brucei hexokinase 1 inhibitors, primary screen, biochemical, G6PDH-coupled NADH absorbance, MLSCN library; inhibition, % at 10 µM; hexokinase 1 [Trypanosoma brucei]; recombinant TbHK1, G6PDH-coupled NADH A340; actives 0.11% (n = 220,000);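 active means inhibition of 50% or more in the single-dose primary screen; inactive means inhibition below 50%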
zfTRPN1 agonist: zebrafish TRPN1 channel agonists, primary screen, cell-based, HEK293, calcium fluorescence. actives 0.18% (n = 220,000). activation, % at 3 µM. HEK293 zebrafish TRPN1-YFP, Fluo-8 calcium fluorescence; 100% = response to 87 µM carbachol. transient receptor potential cation channel N1 (TRPN1/NompC), Danio rerio;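 active means activation above its plate's cutoff, the mean activation of test wells on that plate plus 3 SD, cut at about 19% in these data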;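 further: 0% = DMSO alone and 100% = 87 µM carbachol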
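Control set: carbachol 87 µM as high control, DMSO as low control; system: HEK293 stable line with zebrafish TRPN1-YFP; read-out: % activation versus carbachol response; detection: intracellular calcium fluorescence with Fluo-8; doses: single test compound dose, 3 µM nominal, 0.3% DMSO; schedule: dye 1 h 37 °C plus 30 min RT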
* = called active by the depositor; . = no result given; [ ] = dose if it differs, or a comment.

Start of the data: the first seven compounds, to show the layout:
SMILES	Furin inhibitor	EBV gp42 block	KCC2 mod	TRPML3 agonist	thrombin 1536	PPC-1+TRAIL kill	m-calpain inh	TbHK1 inh	zfTRPN1 agonist
CN1C[C@@H]2C(c3ccc(Cl)nc3)C3(c4cccnc4)CC2(C3)[C@H]1c1ccccc1 (stereo partly drawn)	-20	-15	-0.015	.	-1	17	-27	-1	.
N#CC1=C2SCN(Cc3ccco3)CN2C(=O)CC1c1ccc(Cl)cc1 (stereo not drawn)	-17	-11	-0.83	0.6	8	19	-7	-2	0.3
O=C(NN(C(=O)c1ccccc1)c1ccccc1)c1ccccc1	-13	-5	-0.78	0.2	-3	11	-19	-6	2.5
CC(C)(CO)CNC(=O)CCc1nnc(Cc2ccc(-c3ccccc3)cc2)o1	-17	3	-1.7	0.6	-3	5	-37	-6	-0.6
O=c1[nH]c2cc(S(=O)(=O)CCO)ccc2o1	-17	-13	-0.23	0.9	-3	-5	-7	-5	0.2
CCCc1ccc(-c2c(C)sc(N)c2C#N)cc1	-10[20 µM]	4	-0.29	0.1	5	24	43	1	-1.7
COc1cccc(CC2(CO)CCN(S(=O)(=O)N(C)C)CC2)c1	-27	-13	0.016	1.1	-4	-3	-13	3	-0.6

The list itself, previewed entries included:
SMILES	Furin inhibitor	EBV gp42 block	KCC2 mod	TRPML3 agonist	thrombin 1536	PPC-1+TRAIL kill	m-calpain inh	TbHK1 inh	zfTRPN1 agonist
CN1C[C@@H]2C(c3ccc(Cl)nc3)C3(c4cccnc4)CC2(C3)[C@H]1c1ccccc1 (stereo partly drawn)	-20	-15	-0.015	.	-1	17	-27	-1	.
N#CC1=C2SCN(Cc3ccco3)CN2C(=O)CC1c1ccc(Cl)cc1 (stereo not drawn)	-17	-11	-0.83	0.6	8	19	-7	-2	0.3
O=C(NN(C(=O)c1ccccc1)c1ccccc1)c1ccccc1	-13	-5	-0.78	0.2	-3	11	-19	-6	2.5
CC(C)(CO)CNC(=O)CCc1nnc(Cc2ccc(-c3ccccc3)cc2)o1	-17	3	-1.7	0.6	-3	5	-37	-6	-0.6
O=c1[nH]c2cc(S(=O)(=O)CCO)ccc2o1	-17	-13	-0.23	0.9	-3	-5	-7	-5	0.2
CCCc1ccc(-c2c(C)sc(N)c2C#N)cc1	-10[20 µM]	4	-0.29	0.1	5	24	43	1	-1.7
COc1cccc(CC2(CO)CCN(S(=O)(=O)N(C)C)CC2)c1	-27	-13	0.016	1.1	-4	-3	-13	3	-0.6
COC(=O)c1cccc(NC(=O)/C=C/c2cccc([N+](=O)[O-])c2)c1	-25	-17	-0.046	0.0	3	26	15	-4	0.3
CCCc1[nH]n(-c2ccc([N+](=O)[O-])cc2)c(=O)c1C=NCCc1ccc(OC)c(OC)c1	-2	-12	.	0.5	16	-2	-123	-47	1.3
CC(C)=NOc1nc(N2CCOCC2)nc(N2CCOCC2)n1	-11	-6	0.45	0.1	-1	7	-3	10	0.4
O=C(CCN1CCN(C(c2ccccc2)c2ccccc2)CC1)N/N=C/c1ccc(O)cc1O	-20	-5	-0.14	-0.2	2	20	-77	-3	-2.0
COc1cccc(C(=O)Nc2cccc(OCC(=O)O)c2)c1	-17[20 µM]	-18	0.48	1.1	4	-2	-15	-8	0.2
O=C(CC12CC3CC(CC(C3)C1)C2)N1CCOCC1	-21[20 µM]	-8	-0.53	0.3	-4	4	-33	0	0.1
CCN(CCCNC(=O)CNC(=O)Cn1cnc2ccccc2c1=O)c1ccccc1	-26	-9	-0.33	0.4	-1	15	-7	-1	-0.9
Cc1cc(-c2nc3ccccc3o2)c2ccccc2n1	-18	-7	-0.014	-0.7	-3	-1	-28	-11	0.4
CCCC1=C(C(=O)OCC)C(c2cccs2)C(C#N)=C(N)O1 (stereo not drawn)	-22[20 µM]	-16	-0.085	0.4	6	16	-8	-2	-2.3
Cc1c(N(C(=O)Nc2ccccc2)C2=NCC(C)S2)c(=O)n(-c2ccccc2)n1C (stereo not drawn)	-12	-4	-0.55	-0.7	3	5	16	2	0.7
O=c1cc(-c2cccnc2)oc2c1ccc1ccccc12	-26	-11	-1.6	0.9	6	8	-210	-21	2.0
Cc1ccc(S(=O)(=O)N2CCC(=O)N(C(COCc3cccc(Cl)c3)C(C)C)CC2)cc1 (stereo not drawn)	-15	4	-2.8	1.7	-4	8	14	-5	-1.6
Cc1cccc(NC(=O)c2ccccc2OCC(=O)N2CCOCC2)c1C	9[20 µM]	-23	0.082	-0.7	0	13	6	-1	0.7
Cc1nc(N2CCN(C)CC2)c2sc(=S)n(-c3ccccc3)c2n1	-6	-4	0.27	0.3	0	14	16	-30	0.2
Oc1oc(-c2cccc3ccccc23)nc1C=NCc1ccccc1	-7	-15	0.023	0.3	-1	.	-9	1	0.1
O=C(Cn1nc(-c2ccccc2)ccc1=O)NCC1COCCO1 (stereo not drawn)	-11[20 µM]	-5	0.73	0.2	-4	-4	-28	-6	-0.8
CC1(C(=O)NC23CC4CC(CC(C4)C2)C3)CC1(Cl)Cl (stereo not drawn)	-16[20 µM]	-22	0.65	0.4	2	13	9	-6	-1.2
CS(=O)(=O)N1CCC(CO)(Cc2ccccc2C(F)(F)F)CC1	-10	-8	0.27	0.3	-4	9	-1	-5	1.0

Full records as entered above:
Record of O=C(NN(C(=O)c1ccccc1)c1ccccc1)c1ccccc1 = Furin inhibitor = -13; EBV gp42 block = -5; KCC2 mod = -0.78; TRPML3 agonist = 0.2; thrombin 1536 = -3; PPC-1+TRAIL kill = 11; m-calpain inh = -19; TbHK1 inh = -6; zfTRPN1 agonist = 2.5
Record of Cc1nc(N2CCN(C)CC2)c2sc(=S)n(-c3ccccc3)c2n1 = Furin inhibitor = -6; EBV gp42 block = -4; KCC2 mod = 0.27; TRPML3 agonist = 0.3; thrombin 1536 = 0; PPC-1+TRAIL kill = 14; m-calpain inh = 16; TbHK1 inh = -30; zfTRPN1 agonist = 0.2

Next section
SMILES	Furin inhibitor	EBV gp42 block	KCC2 mod	TRPML3 agonist	thrombin 1536	PPC-1+TRAIL kill	m-calpain inh	TbHK1 inh	zfTRPN1 agonist
NNc1ncnc2scc(-c3ccc(Cl)cc3)c12	11	6	-0.016	-0.1	-12	21	17	0	-0.1
NC(=S)C1COc2ccccc2O1 (stereo not drawn)	-16	-3	0.54	-0.7	-6	0	-9	-7	-0.8
COc1ccccc1NC(=S)N(Cc1ccc(Cl)cc1)CC1CCC(C(=O)O)CC1 (stereo not drawn)	-13	-11	-0.83	-0.7	-6	-6	-59	-12	0.6
CNc1cc(-n2nc(C)cc2-c2ccccc2)ncn1	-19	-21	.	0.3	2	14	9	-1	0.9
O=C(CSc1nnc(NCc2ccccc2)s1)N1CCOCC1	-23	-12	1	0.3	0	8	-8	2	1.5
Cc1cc(Oc2cc(N)cc([N+](=O)[O-])c2)ccc1Cl	-22	-7	0.49	0.1	-2	35	-6	-5	-2.6
COc1ccc(Cl)cc1C(=O)NNC(=S)NC(=O)c1cc(-c2ccc(Cl)cc2)nc2ccccc12	-20[20 µM]	-49	0.35	0.7	4	12	7	-14	-3.1
CC(CCc1ccccc1)NCC#N (stereo not drawn)	-17	-20	-0.054	0.7	-1	-1	-10	-5	0.6
Cc1nn(-c2ccccc2)c(-c2ccccc2[N+](=O)[O-])c1C(=O)O	-8	-6	-0.44	0.5	-4	11	-15	-12	0.0
CC(C)(C)NC(=O)NC(=O)COC(=O)c1cc[n+]([O-])cc1	-4	-2	0.45	0.5	-5	4	12	5	0.4
O=C(O)c1ccc2c(=O)n3c(nc2c1)/C(=C/c1ccccc1C(F)(F)F)CCCC3	-10	4	-0.18	0.4	3	23	7	0	-0.6
CCc1c(OC(C)=O)c2ccccc2n(C)c1=O	-9	-6	0.37	-0.2	-4	14	-48	25	-0.8
CCOC(=O)c1c(OCCO)noc1N	-17	5	-0.24	0.8	-3	-4	-9	-3	0.4
COc1ccc(CNC(=O)C2CCNCC2)cc1	-28[20 µM]	-26	0.7	0.1	10	24	14	-1	2.0
C=CCNC(=S)NNC(=O)CSc1nc2ccccc2s1	-35	6	-2.1	0.2	-5	-6	1	7	0.0
Cc1c(-n2c(SCC(=O)N(C)C3CCS(=O)(=O)C3)nc3ccccc3c2=O)c(=O)n(-c2ccccc2)n1C (stereo not drawn)	-16	-9	.	1.0	4	-13	-20	-1	-0.2
Cc1ccc(C)c(NC(=S)N(CCN(C)C)C(C)c2ccccn2)c1 (stereo not drawn)	-6	-13	0.85	0.2	5	17	8	11	-0.3
Fc1ccccc1OCCSc1nnnn1-c1ccccc1	-3[20 µM]	-13	-2.2	-0.6	-3	25	3	4	4.8
CC(C)CNC(=S)N1CCN(C)CC1	-21[20 µM]	-12	-0.37	0.0	0	33	14	-1	1.9
COc1ccc(OC)c(NC(=O)C(CC(=O)O)NCc2ccco2)c1 (stereo not drawn)	-17	-19	1.6	0.5	0	-6	-8	-3	1.9
N#Cc1c(SCC(N)=O)nc(-c2ccccc2)c2c1CCCC2	-20	3	-0.31	-0.6	-2	22	43	0	-0.1
CCN(CC)C(=O)CSc1nnc(-c2ccccc2)c(-c2ccccc2)n1	-2	-39	-1.1	0.1	-5	28	2	-7	-1.7
Cc1c(CCOC(=O)C23CC4CC(CC(C)(C4)C2)C3)sc[n+]1Cc1ccccc1	-6[20 µM]	-20	.	-0.1	-2	31	-10	6	0.2
COc1ccccc1C(=O)Nc1ccc2c(c1)nc(CCNC(=O)c1ccccc1)n2C	-27	-17	0.42	0.4	-2	10	11	1	3.9
